# Compound activity (PubChem)
# FECH block – human FECH heme synthesis enzyme inhibition. actives 3.3% (n = 20,000). calls only at 10 µM (by protocol). purified FECH, Ni-mesoporphyrin absorbance 550 nm. AID 1671448;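 active means enzyme reaction rate more than 3 SD below the solvent-only control wells on the same plate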;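 further: lower slope than DMSO wells means FECH inhibition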
# Target sequence (P22830 whole entry, looked up): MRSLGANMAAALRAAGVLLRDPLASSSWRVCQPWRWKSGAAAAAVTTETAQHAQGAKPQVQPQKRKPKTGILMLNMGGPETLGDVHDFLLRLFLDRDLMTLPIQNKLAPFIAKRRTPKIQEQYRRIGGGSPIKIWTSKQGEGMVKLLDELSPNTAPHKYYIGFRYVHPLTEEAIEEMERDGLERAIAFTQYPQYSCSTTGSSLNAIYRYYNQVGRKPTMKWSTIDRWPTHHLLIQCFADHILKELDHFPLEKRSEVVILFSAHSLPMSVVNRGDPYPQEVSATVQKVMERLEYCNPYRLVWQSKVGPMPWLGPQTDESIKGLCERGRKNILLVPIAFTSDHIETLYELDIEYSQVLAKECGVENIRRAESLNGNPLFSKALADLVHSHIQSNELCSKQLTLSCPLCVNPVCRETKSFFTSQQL
# Calls only; i = inactive; + = active, no number.
smiles	FECH block
Cc1nc(C(F)(F)F)nc(NCC2COCCN(C)C2)c1C (stereo not given)	i
Cc1ccccc1-c1cc(O)c2c(c1)CN(C(=O)[C@H](C)n1cnnn1)CCO2	i
Cc1ccc(N2CCCS2(=O)=O)cc1NC(=O)c1ccc(Br)cc1	i
CC1=C(c2ccccc2)C1c1nc(CC2CCN(C)CC2)no1 (stereo not given)	i
COc1cccc(NS(=O)(=O)c2cc(-c3ccc(=O)[nH]n3)ccc2Cl)c1	i
FC(F)(F)CCc1ccnc(NCc2noc(C3CCCC3)n2)n1	i
CCn1nc(C)c(NC(=O)CNCc2ccc3c(c2)OCO3)c1C	i
NS(=O)(=O)c1ccc(NC(=O)c2ccc3c(c2)CCN3S(=O)(=O)c2ccc(Cl)cc2)cc1	i
COC(=O)c1cc(C)nc(N2Cc3cnn(CCO)c3C2)n1	i
Cc1ncsc1CCn1ccnc1-c1cnc(-c2cccs2)nc1	i
CNc1nc(N2CCC(Cc3nnc(SC)n3C)CC2)nc2c1CCC2	+
COC(=O)c1ccc(NC(=O)CN2CCN(Cc3ccccc3F)S2(=O)=O)cc1	i
CNc1nc(CN2CCCC3(C2)CN(C)C(=O)O3)cs1 (stereo not given)	i
O=C(Nc1ccccc1F)N1CCCCC1CCc1cccc(O)c1 (stereo not given)	i
COc1ccc(CN2CCC3(CC2)N=C(c2ccc(Cl)cc2)NC3=O)cc1	i
Cc1nc2cccnc2n1C1CCN(C(=O)NCCc2ccccc2)CC1	i
Cc1ccc(C)c(NC(=O)CN2CCCN(Cc3cccc(F)c3)S2(=O)=O)c1	i
O=S(=O)(Nc1nc2n(n1)C(c1c(F)cccc1Cl)C=C(c1ccccc1)N2)c1ccccc1 (stereo not given)	+
CCc1c(C)nc2ncnn2c1Sc1ccc(NS(=O)(=O)c2ccc(OC)cc2)cc1	i
CCCCN(Cc1ccccc1)c1ncc(NS(=O)(=O)c2ccc(OC)cc2)cc1C(=O)O	i
CNC(=O)CC1C(=O)NCCN1Cc1cccc2c1OCO2 (stereo not given)	i
COc1ccc2c(C)c(C(=O)N3CCC(Nc4ncccn4)CC3)oc2c1	i
COc1ccccc1OCc1cc(C(=O)NC2CCNCC2)n[nH]1	i
COc1ccc(Cn2c(CNC(=O)c3cccc(C)c3)nc3cccnc32)cc1	i

# Arranged by count of non-hydrogen atoms (highest first): part of the list above.
smiles	FECH block
CCc1c(C)nc2ncnn2c1Sc1ccc(NS(=O)(=O)c2ccc(OC)cc2)cc1	i
COc1ccc(Cn2c(CNC(=O)c3cccc(C)c3)nc3cccnc32)cc1	i
Cc1ccc(C)c(NC(=O)CN2CCCN(Cc3cccc(F)c3)S2(=O)=O)c1	i
COc1ccc2c(C)c(C(=O)N3CCC(Nc4ncccn4)CC3)oc2c1	i
COc1ccccc1OCc1cc(C(=O)NC2CCNCC2)n[nH]1	i
CNC(=O)CC1C(=O)NCCN1Cc1cccc2c1OCO2 (stereo not given)	i

# Carrying on:
smiles	FECH block
COc1ccccc1-n1cnnc1Cc1ccncc1	i
Cc1nnc(SCCC(=O)N2CCC2c2ccc(F)cc2)s1 (stereo not given)	i
O=C(CNCc1ccccc1-n1cccn1)NCc1ccccc1F	i
COC(=O)c1ccc(OC)c(CN2CCN(Cc3ccccc3C)S2(=O)=O)c1	i
COC(=O)[C@]1(C)N[C@H](c2ccc(-c3ccncc3)cc2)[C@@H]2C(=O)N(C)C(=O)[C@@H]21	i
Cc1cc(N2CCCN(Cc3cnc(-c4ccccn4)nc3)CC2)ccn1	i
Cc1ccc(N2CCCS2(=O)=O)cc1NC(=O)c1ccc(C(F)(F)F)cc1	i
Cc1ccc(C(=O)NC2C(=O)Nc3cccc(C)c32)cc1NC(=O)C1CCCC1 (stereo not given)	i
CCOc1ccccc1-c1nccn1Cc1cnc2c(c1)CCC2	i
Cc1ccc(C(C)NCc2cn(CCC(N)=O)c3ccccc23)cc1C (stereo not given)	i
Cc1nc2nc[nH]n2c(=O)c1Oc1ccc(N)cc1	i
CCN(CC(=O)Nc1c(C)nn(CC)c1C)Cc1noc(C)n1	i
CCS(=O)(=O)N1CCN(c2cc(-c3cccc(F)c3)ncn2)CC1	i
C=CCN(Cc1ccccn1)C(=O)c1cccnc1	i
Cc1ccsc1CN(Cc1ccccn1)Cc1cccc2c1OCO2	i
Cc1ccccc1NC(=O)CN1CCCN(Cc2ccc(Cl)cc2)S1(=O)=O	i
CN(Cc1nc2ccc(F)cc2[nH]1)C(=O)C1CC(=O)Nc2ccc(F)cc21 (stereo not given)	i
NC(=O)c1ccc(C(F)(F)F)nc1N1C[C@H]2C[C@H](O)[C@@H](O)C[C@H]2C1	i
COc1cc(C(=O)N2CCC3(CC2)c2ccccc2[C@@H](N)[C@@H]3O)ccn1	i
CC(=O)N1CCc2c(sc(NC(=O)COc3ccc(Cl)cc3)c2-c2nc3ccccc3s2)C1	i
C=CCNc1ccccc1C(=O)N(C)Cc1ccc(CC)cn1	i
COc1cccc(-n2cc(Cn3cc(-c4cccc(O)c4)nn3)cn2)c1	i
COc1ccc(OC)c(CNC(=O)Cn2c(=O)c3cnc(-c4ccccc4)nc3n(C)c2=O)c1	i
Cc1ccc2[nH]c(CN3CCCC3c3ccccn3)nc2c1C (stereo not given)	i
Cc1cccc(Nc2nc(NCCCOC(C)C)nc3c2cnn3-c2ccccc2)c1	i
CC(C)(C)c1ccc(-c2nc3nc(CNc4ccccc4)cc(=O)n3[nH]2)cc1	+
CC1=NN(CC(=O)NCCn2ncc3ccccc3c2=O)CC1	i
Cc1cccc(-c2cc(N3CCN(C(=O)Nc4ccc(Br)cc4F)CC3)ncn2)c1	i
COc1ccc(-c2noc(CSCC(=O)Nc3ccccc3Cl)n2)cc1OC	i
O=C(NC1CC(=O)N(c2ccccc2)C1)c1cccc(Br)c1 (stereo not given)	i
CNS(=O)(=O)c1ccc(-c2nccn2C(C)c2nncn2C)cc1 (stereo not given)	i
Cc1cc(C)n2nc(CN(C(=O)c3ccco3)c3ccc(Cl)cc3)nc2n1	i
COc1ccccc1N(Cc1nc2nc(C)cc(C)n2n1)C(=O)CC(C)C	i
NCC1Cc2cc(-c3ccc4occc4c3)cc(F)c2O1 (stereo not given)	i
Cc1ccc(CNC(=O)C2(C)Cn3nc(C(=O)NCc4cccs4)cc3C(=O)N2C)cc1 (stereo not given)	i
COC(=O)Cc1cc(C2CCN(Cc3nc4ccccc4[nH]3)CC2)n[nH]1	i
CN1CCc2c(sc(NC(=O)c3ccco3)c2-c2nc3ccccc3s2)C1	i
O=C(CN1CCN(Cc2ccc(F)cc2Cl)S1(=O)=O)Nc1ccccc1Cl	i
Cc1ccc2oc(C(=O)N(C)C(C)c3nccs3)cc2c1 (stereo not given)	i
COc1cc(Cl)cc(C(=O)N2CC3(CCNCC3)CC2C(=O)O)c1 (stereo not given)	i
CCc1nc2nc(C)c(NC(=O)Nc3ccc(F)c(Cl)c3)c(=O)n2[nH]1	i
CCC(=O)Nc1nc2n(n1)C(c1ccc(Cl)cc1)C=C(c1ccc(Cl)cc1)N2 (stereo not given)	i
O=C(Nc1nc2n(n1)C(c1ccc(Cl)cc1)C=C(c1ccccc1)N2)c1cccnc1 (stereo not given)	+
CCn1nc(C)c(NC(=O)CN2CCN(C(=O)C3CCCO3)CC2)c1C (stereo not given)	i
CN(CCCc1cnn(C)c1)Cc1ccnc2ccccc12	i
Cc1ccc(CN2CCCN(CC(=O)NCc3ccccc3)S2(=O)=O)cc1	+
CCc1ccc(S(=O)(=O)N2CCN(c3cc(-c4ccc(F)cc4)ncn3)CC2)cc1	i
COC(=O)CN(c1nc2nc(C)c(Cl)c(C)n2n1)S(=O)(=O)c1ccc(C)cc1	i
CCOC(=O)Cn1c(=O)n(-c2ccc(F)cc2)c2nc(-c3ccc(C)cc3)nc(C(N)=O)c21	i
CCn1c(CC2CCN(Cc3cnc(-c4ccco4)nc3)CC2)n[nH]c1=O	i
C=CC[C@@H]1CC=C[C@@H](C)N1C(=O)Cc1c(C)nc(C)[nH]c1=O	i
c1ccc(Nc2nc(N3CCOCC3)nc3c2cnn3-c2ccccc2)cc1	i
CCOC(=O)c1ccc(NC(=O)Cn2c(C(=O)OC)cc3ccsc32)cc1	i
CC/C=C\CCCN1CCN(c2ncc(C)c(N)n2)CC1	i
CCc1cc(Sc2ccc(NC(=O)c3cccs3)cc2)n2ncnc2n1	i
COc1ccccc1NC(=O)NCC1CCCN(Cc2cnc[nH]2)C1 (stereo not given)	i

# Remaining list, next part:
smiles	FECH block
CCc1ccc(Nc2c(-c3ccc4c(c3)CCCC4)c(=O)c2=O)cc1	i
O=C(c1cn(Cc2ccc(F)cc2)nn1)N1[C@@H]2CC[C@H]1CC(O)C2 (stereo not given in full)	i
Cc1n[nH]c(C)c1Cc1n[nH]c(=O)n1[C@H](C)c1ccc(F)cc1	i
Cc1cc(C)n2nc(CN(C(=O)C(C)C)c3cccc(Cl)c3)nc2n1	i
O=C(CN1CCCN(Cc2ccccc2Cl)S1(=O)=O)Nc1ccc2c(c1)OCO2	i
Cc1ccsc1[C@@H]1CCN(C(=O)Cn2nnc3ccccc3c2=O)C[C@H]1O	i
CCOc1ccc(-c2nc(CSc3nc(C)c(C)c(=O)[nH]3)c(C)o2)cc1	i
c1ccc(-c2nc[nH]c2-c2cccn2-c2ncccn2)cc1	i
COc1ccc(NC(=O)C2CCCN(c3ccc(-c4cccc(C)c4)nn3)C2)cc1 (stereo not given)	i
CCn1c2ccccc2c2cc(-c3nccn3C(C)c3nncn3C)ccc21 (stereo not given)	i
Cc1ccc(Nc2nc(N3CCN(c4ccc(F)cc4)CC3)nc3c2cnn3-c2ccccc2)cc1C	i
CCn1c(C)ccc(C(=O)N2CCCC(N3CCc4ccccc4C3)C2)c1=O (stereo not given)	i
COc1ccc(-n2c(CN3CCN(S(=O)(=O)c4ccc(Br)cc4)CC3)nc3cccnc32)cc1	i
COc1ccccc1NS(=O)(=O)c1ccc2c(c1)CCN2C(=O)CCC(=O)N1CCOCC1	i
Cc1cc(N(C)C)nc(Nc2ccc(NC(=O)c3ccc(I)cc3)cc2)n1	i
CCc1cc(Sc2ccccc2NC(=O)C2CC2)n2nc(C)nc2n1	i
CC(c1nc2c(s1)CCCC2)n1cnc2sc3c(c2c1=O)CCNC3 (stereo not given)	i
COCCn1c(CNC(=O)c2ccncc2)nc2cccnc21	i
CCc1cc(Sc2ccc(NC(=O)c3cccc(OC)c3)cc2)n2ncnc2n1	i
COc1ccc(NS(=O)(=O)c2cc(N3C(=O)CCS3(=O)=O)ccc2C)cc1OC	i
CCN1CCN(Cc2cc(=O)n3[nH]c(-c4cccc(C)c4)nc3n2)CC1	i
COCC(NCC(=O)Nc1cnccn1)c1ccnn1C (stereo not given)	i
CCCSCCCNC(=O)c1ccc(CN2C(=O)CCn3nc(-c4ccc(OC)cc4)cc32)cc1	i
Cc1c(CN(C)C(=O)c2cc(CN3CCOCC3)on2)[nH]c2ccccc12	i
CCn1ccc(C(=O)N(C)CCSc2ccc(C)cc2)n1	i
O=C(CN1CCN(Cc2ccccc2F)S1(=O)=O)Nc1ccc(Br)cc1	i
Cc1ccc(NC(=O)C2CCN(c3ncnc4c3nc3n4CCCCC3)CC2)cc1	i
Cn1cnnc1CC1CCN(Cc2nn(C)c3cccc(Cl)c23)CC1	i
Cc1cc(C)cc(Nc2nc(N3CCN(CCO)CC3)nc3c2cnn3-c2ccccc2)c1	i
CCn1nc(C)c(NC(=O)CN2CC(Oc3c(C)cccc3C)C2)c1C	i
O=C1CN(Cc2ccc(F)cc2)S(=O)(=O)c2ccccc2N1Cc1cccc(C(F)(F)F)c1	i
CCn1c(C2CCN(c3nnnn3-c3ccccc3)CC2)n[nH]c1=O	i
O=C(NCc1cccc(Cl)c1)C1CCN(c2ncnc3c2nc2n3CCCCC2)CC1	i
Cc1cc(C)n(-c2ccc(-n3ccnc3-c3ccc(CO)o3)cc2)n1	i
O=C(c1ccccc1Oc1ccccc1)N1CCOC2(CNCCOC2)C1 (stereo not given)	i
Cc1ccc(CCNC(=O)C2CCN(c3ncnc4c3nc3n4CCCCC3)CC2)cc1	i
CCOC(=O)Cn1c(=O)n(-c2ccc(C)c(C)c2)c2nc(-c3ccccc3OC)nc(C(N)=O)c21	i
CCS(=O)(=O)Nc1cnc(N2CCC(CCN3CCCCC3)CC2)c(C(=O)O)c1	i
O=C(CN1C(=O)CC(c2ccc(Br)s2)=Nc2ccccc21)Nc1ccccc1	i
CCc1cc(Sc2ccccc2NC(=O)c2c(F)cccc2F)n2nc(C)nc2n1	i

# Structures listed above marked active in FECH block.
smiles	FECH block
CNc1nc(N2CCC(Cc3nnc(SC)n3C)CC2)nc2c1CCC2	+
O=S(=O)(Nc1nc2n(n1)C(c1c(F)cccc1Cl)C=C(c1ccccc1)N2)c1ccccc1 (stereo not given)	+
CC(C)(C)c1ccc(-c2nc3nc(CNc4ccccc4)cc(=O)n3[nH]2)cc1	+
O=C(Nc1nc2n(n1)C(c1ccc(Cl)cc1)C=C(c1ccccc1)N2)c1cccnc1 (stereo not given)	+
Cc1ccc(CN2CCCN(CC(=O)NCc3ccccc3)S2(=O)=O)cc1	+

# Going on with the list.
smiles	FECH block
O=C(NC1CCCCC1)c1nc[nH]c1C(=O)NCc1ccccc1	+
O=C(O)c1cccc(CC2CCN(Cc3ncc[nH]3)C2)c1 (stereo not given)	i
COc1ccc(-c2cc(N3CCN(S(=O)(=O)c4cccc(Cl)c4)CC3)ncn2)cc1	i
Cc1cc(N2CCOCC2)nc(N2CCN(S(=O)(=O)c3ccc(Cl)cc3)CC2)n1	i
Cc1[nH]c2c(F)cccc2c1CC(=O)NCCSc1nnnn1C	i
Cc1cc(C(=O)Nc2ccccc2Sc2c(C)n[nH]c2C)n[nH]1	i
COc1ccc(-c2c(NCc3ccccc3)oc3c2c(=O)n(C)c(=O)n3C)cc1OC	i
CCOCCCNC(=O)C1c2c(n(C)c3ccccc23)SCC(=O)N1CCc1ccsc1 (stereo not given)	i

# These rows are one share of the data; count on the stated rates, not on these rows.
